High-throughput results: PubChem BioAssay, several laboratories
Bcl-xL primary – Bcl-xL (human) inhibition; Q07817; GST-Bcl-xL / FITC-Bim BH3 peptide fluorescence polarization; inhibition, % at 10.9 µM; 0.7% of 320,000 active;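 active means inhibition above the mean of all tested compounds plus 3 SD, cutoff set per campaign, cut at about 30% in these data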;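 further: 0% = DMSO wells and 100% = unlabeled Bim-BH3 peptide competitor; inhibitors lower millipolarization by displacing the labeled peptide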
AGP1-GFP MLPCN – alters AGP1-GFP fluorescence in TOR pathway yeast screen | S. cerevisiae AGP1-GFP multiplex flow cytometry, 3 h; GFP as percent of DMSO wells | GFP response vs DMSO, % at 10 µM | 0.02% of 320,000 active;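 active means GFP response relative to DMSO above a set limit, near screen average plus 3 SD, cut at about 150% in these data; inconclusive means fewer than 70 cells counted for the yeast strain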;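 further: median GFP channel fluorescence of the gated AGP1 strain per well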
VLA-4 inh – inhibition in a human VLA-4 binding assay; P13612; VLA-4 expressing cells, ligand binding flow cytometry; inhibition, % (about 7 µM as worked out from the volumes in the protocol); 0.2% of 330,000 active; AID 2557; in the data active means inhibition above about 50%
GLD-1 RNA inh – GLD-1-TGE RNA interaction inhibition (C. elegans); inhibition, % at 5.96 µM; 0.44% of 320,000 active; purified GLD-1 + fluorescein TGE RNA, fluorescence polarization; Q17339;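 active means percent inhibition above a per-plate cutoff, the plate mean of test compounds plus 3 SD, cut at about 30% in these data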;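 further: 0% = DMSO wells with GLD-1 and probe and 100% = wells lacking GLD-1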
Target sequence (Q17339 whole entry, looked up): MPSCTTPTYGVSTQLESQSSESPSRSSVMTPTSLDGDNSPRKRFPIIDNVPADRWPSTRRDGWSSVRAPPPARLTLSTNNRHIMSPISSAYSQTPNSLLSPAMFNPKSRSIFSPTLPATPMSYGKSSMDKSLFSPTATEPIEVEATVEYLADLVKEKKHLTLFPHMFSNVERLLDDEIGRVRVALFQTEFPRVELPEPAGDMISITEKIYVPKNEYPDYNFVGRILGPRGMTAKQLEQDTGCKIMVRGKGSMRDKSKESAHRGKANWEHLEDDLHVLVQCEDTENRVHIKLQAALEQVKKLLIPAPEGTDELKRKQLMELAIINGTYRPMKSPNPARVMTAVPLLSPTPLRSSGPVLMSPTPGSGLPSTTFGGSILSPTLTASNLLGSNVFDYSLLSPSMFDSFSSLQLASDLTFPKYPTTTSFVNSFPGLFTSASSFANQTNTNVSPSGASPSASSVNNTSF
MCL1-BIM inh – MCL1-BIM-BH3 interaction inhibition (human) | inhibition, % at 10.9 µM | GST-MCL1 / FITC-Bim-BH3 fluorescence polarization | 0.68% of 320,000 active | Q07820;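 active means inhibition above the mean inhibition of all tested compounds plus 3 SD, set per campaign, cut at about 40% in these data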;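 further: 0% = DMSO wells and 100% = unlabeled Bim-BH3 peptide control; higher means more loss of mP so more displacement of Bim peptide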
GRK2 inh – blocks RNA aptamer binding to human GRK2; bead flow cytometry, FAM-aptamer displacement from GRK2; inhibition of aptamer binding, % at 10 µM; 0.59% of 330,000 active;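 active means inhibition of aptamer binding above 40%, roughly 3 SD of noise, on plates passing a quality check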;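 further: median bead fluorescence of bound FAM aptamer so fluorescent compounds give negative values; no value below 0 was filed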
MEX-5 binding – C. elegans MEX-5 TCR-2 RNA binding activity; Q9XUB2; MEX-5/FITC-TCR2 RNA binding, fluorescence polarization; hits give low values; activity score (negative = inhibition of binding), % at 10 µM; 0.38% of 300,000 active;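 active means inhibition past about -25% in most replicates, and total fluorescence under double the plate's negative control median, limit read from the data; inconclusive means replicates evenly split on the limit, or fluorescence at least double controls; inactive means too little inhibition in most replicates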;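 further: 0% = DMSO and -100% = 5 µM competing unlabeled TCR2 RNA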
Target sequence (Q9XUB2 whole entry, looked up): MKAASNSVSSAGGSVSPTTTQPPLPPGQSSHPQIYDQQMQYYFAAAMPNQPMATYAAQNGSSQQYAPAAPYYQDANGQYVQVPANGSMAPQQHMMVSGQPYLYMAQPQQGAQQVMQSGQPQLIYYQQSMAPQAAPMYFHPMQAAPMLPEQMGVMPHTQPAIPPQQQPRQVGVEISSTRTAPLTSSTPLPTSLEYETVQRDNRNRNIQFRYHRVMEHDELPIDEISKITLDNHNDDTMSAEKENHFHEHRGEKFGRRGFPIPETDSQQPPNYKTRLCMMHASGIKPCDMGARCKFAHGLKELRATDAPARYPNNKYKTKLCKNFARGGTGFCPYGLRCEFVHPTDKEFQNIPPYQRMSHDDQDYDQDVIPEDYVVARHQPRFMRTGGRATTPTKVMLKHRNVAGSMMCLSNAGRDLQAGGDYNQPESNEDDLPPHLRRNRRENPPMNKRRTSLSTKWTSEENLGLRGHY
CIT2 TOR yeast – modulators of TOR pathway CIT2-GFP in S. cerevisiae | S. cerevisiae CIT2-GFP strain, flow cytometry, 3 h; 100 means same as DMSO wells | 0.065% of 320,000 active | GFP response vs DMSO, % at 10 µM | AID 2029;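 active means GFP response relative to DMSO above a set limit, near the screen mean plus 3 SD, cut at about 150% in these data; inconclusive means Fewer than 70 cells measured for a yeast strain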;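 further: ratio of well median GFP fluorescence to mean of DMSO wells on the plate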
Fam108B counter – Fam108B inhibition, counter-screen for RBBP9 inhibitors. recombinant Fam108B, FP-Rh probe fluorescence polarization. 0.33% of 300,000 active. AID 1947. inhibition, % at 9.51 µM;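 active means inhibition above the screen mean inhibition plus 3 SD, computed separately per campaign, cut at about 18% in these data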;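 further: inhibitors lower polarization as less probe binds the enzyme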
Active calls of the source: *; ? = inconclusive; nt = no result given; [ ] = another dose, or the depositor's remark.

Order of values – Bcl-xL primary	AGP1-GFP MLPCN	VLA-4 inh	GLD-1 RNA inh	MCL1-BIM inh	GRK2 inh	MEX-5 binding	CIT2 TOR yeast	Fam108B counter
> O=C(Nc1ccccc1NC(=O)c1ccco1)c1ccccc1
  1.4	?	6.3	-0.8	4.8	1.0	1.7	?	2.2
> CN(Cc1nccs1)C(=O)C1CCC(=O)N(CCc2cccc(F)c2)C1 (stereo unspecified)
  1.8	97.6	8.0	1.6	7.8	0.0	1.3	nt	1.2
> COc1ccc(NC2c3ccccc3C(=O)N2Cc2ccccc2Cl)cc1OC (stereo unspecified)
  0.3	108.5	5.0	2.2	5.5	0.0	1.3	100.7	-0.8
> COc1ccccc1-c1cc(C(=O)NC2CCN(C)CC2)c2ccc(Cl)c(C)c2n1
  -2.5	102.8	33.8	0.9	-0.7	19.0	-1.1	103.2	0.5
> Brc1cccc(OCCCCn2cncn2)c1
  3.4	98.8	-3.5	10.1	1.1	0.0	0.8	105.9	-3.3
> C[C@H](CO)N1C[C@H](C)[C@@H](CN(C)Cc2ccc3c(c2)OCO3)Oc2c(NC(=O)Cc3ccccc3)cccc2C1=O
  nt	99.5	10.2	4.3	nt	2.0	nt	98.5	nt
> Cc1ccc(OCC(O)CN2CCN(Cc3ccc4c(c3)OCO4)CC2)cc1C (stereo unspecified)
  -0.2	94.1	8.8	-0.7	3.4	0.0	2.1	100.0	-1.0
> c1ccc(-c2nnc(CSc3nncs3)o2)cc1
  3.4	105.9	13.0	-0.3	-0.9	3.0	0.8	101.8	4.4
> Cc1c(-c2ccccc2)c(=O)oc2cc(O)ccc12
  10.9	97.1	-3.2	1.7	7.2	0.0	1.1	102.1	4.2
> CCOc1ccccc1N(CC)C(=O)c1nn(C)c2c1CSc1ccccc1-2
  3.8	105.0	14.2	-5.2	-5.0	3.0	1.5	93.3	5.2

Taken from above.
`c1ccc(-c2nnc(CSc3nncs3)o2)cc1` in GRK2 inh = 3.0
`CN(Cc1nccs1)C(=O)C1CCC(=O)N(CCc2cccc(F)c2)C1` (stereo unspecified) in Bcl-xL primary = 1.8

(list continues)
Order of values – Bcl-xL primary	AGP1-GFP MLPCN	VLA-4 inh	GLD-1 RNA inh	MCL1-BIM inh	GRK2 inh	MEX-5 binding	CIT2 TOR yeast	Fam108B counter
> CC(=O)Oc1ccc2nc(-c3ccco3)oc(=O)c2c1
  6.7	94.7	36.6	0.0	1.3	1.0	-0.6	94.4	2.5
> Cn1nnc(NC(=O)c2ccc([N+](=O)[O-])cc2Cl)n1
  -0.6	93.0	14.5	-0.9	-2.2	10.0	0.3	88.0	3.5
> Cc1nccn1CCCN1C(=O)OC2(CCCCC2)C1(C)O (stereo unspecified)
  -2.3	107.9	-11.0	-3.8	-5.2	0.0	-2.5	103.6	-5.9
> CC1=CC(C)(C)Nc2ccc(C)cc21
  4.6	108.0	7.0	7.5	4.2	0.0	-4.7	103.5	0.9
> CC(C)(C)c1ccc(NC(=O)C2=CN3CCS(=O)(=O)N=C3C=C2)cc1
  -12.4	93.0	10.5	2.0	-15.2	0.0	nt	90.3	nt
> CCc1ccc2c(CC(=O)Nc3nnc(C4CC4)s3)coc2c1
  -1.9	108.5	0.3	-1.8	-9.2	0.0	-0.6	111.2	0.7
> COC(=O)[C@@]12CCCCN1[C@H](c1ccc(-c3cccc(Cl)c3)c(OC)c1)[C@H]1C(=O)N(C)C(=O)[C@H]12
  3.6	107.3	14.2	-1.9	2.2	0.0	2.9	96.0	1.1
> CCCN(CCC)CCCNC(=O)c1cc2cc3ccc(Cl)cc3nc2o1
  3.1	91.8	7.3	0.6	7.7	1.0	-2.7	92.8	0.3
> CCOc1cc(C(=O)OCC(=O)NC(C)c2ccccc2)ccc1OCC(=O)N1CCOCC1 (stereo unspecified)
  -4.9	101.6	-4.9	3.0	-8.2	0.0	-1.9	102.5	-0.3
> CC(C)CNC(=S)N(CCCO)Cc1cc2cc3c(cc2[nH]c1=O)OCO3
  9.8	101.6	-22.0	1.6	13.4	10.0	1.1	101.8	3.3
> COc1ccc(C(=O)N2CCN(c3ccc(NC(=O)c4cccs4)cc3)CC2)cc1
  2.7	101.6	3.8	0.5	3.6	0.0	-0.5	94.3	0.3
> COc1cccc(NC(=O)CCc2ccccc2)c1
  -1.9	74.6	12.2	-1.0	0.7	0.0	nt	66.6	-2.1
> O=C(NCc1nc2ccccc2[nH]1)C1=C[C@H](c2ccc(C(F)(F)F)cc2)C[C@H](OCc2ccc(CO)cc2)O1
  -4.7	83.0	15.1	1.0	-1.9	0.0	7.8	77.5	-11.6
> CCCCn1c(N)c(N(CCOC)C(=O)c2ccc(F)c(S(=O)(=O)N3CCOCC3)c2)c(=O)[nH]c1=O
  10.7	86.1	5.5	4.8	-2.8	0.0	0.4	96.4	0.7
> Cc1ccc(C)c(NC(=O)c2ccccc2C(=O)c2ccccc2)c1
  3.6	101.1	7.5	0.9	13.0	0.0	-1.0	95.8	-1.6
> Cc1ccc(O)c(CNc2nccs2)c1
  4.5	100.5	4.4	0.9	-0.3	0.0	0.2	100.0	0.1
> Cc1cccc(N(CC(=O)Nc2ccc(CC#N)cc2)S(C)(=O)=O)c1
  5.0	99.7	-17.0	-10.1	4.5	0.0	-1.7	105.3	-0.7
> Cc1cc(NS(=O)(=O)c2ccc(NC(=S)NC(=O)c3ccc(F)cc3Cl)cc2)no1
  4.0	95.4	10.8	-1.6	9.9	3.0	-0.8	98.7	-3.1
> Cc1ccc(C(=O)OCC(=O)N2CCCCCC2)c(O)c1
  0.1	91.0	-8.8	5.4	0.6	0.0	nt	96.7	nt
> Cn1c(CN2CCCCC2)nc2cc(NC(=O)c3cccc(Br)c3)ccc21
  1.8	88.0	-5.2	-1.2	2.3	1.0	3.2	95.2	-1.2
> CCC(C)NS(=O)(=O)c1ccc(OCC(=O)Nc2ccc3c(c2)OCCO3)cc1 (stereo unspecified)
  0.9	104.4	12.7	6.2	10.3	9.0	-0.5	97.1	-2.4
> C[C@H](NC(=O)c1ccco1)C(=O)OCC(=O)N1CC(=O)Nc2ccccc21
  nt	102.8	7.4	6.4	nt	1.0	nt	102.1	nt
> CC(C)N(C(=O)[C@H]1CC(CC(=O)NCc2ccco2)C(=O)N2CCc3c([nH]c4ccccc34)[C@]12C)C(C)C (stereo partly specified)
  nt	88.2	-12.9	5.3	nt	0.0	nt	93.8	nt
> O=C(NCCCn1ccnc1)c1c(F)cccc1F
  1.1	102.8	-10.1	-6.8	2.5	0.0	3.1	102.9	-3.0
> COCCSc1nnc(-c2cnccn2)o1
  3.2	99.4	9.9	-1.6	3.6	0.0	-2.5	89.9	4.0
> CCCN(c1ccccc1F)S(=O)(=O)c1c[nH]c(C(=O)OC)c1
  7.1	101.7	5.2	0.5	6.6	1.0	2.8	97.0	-2.1
> CCOc1ccccc1N1CCN(C(=O)Cc2ccc(S(=O)(=O)N3CCOCC3)s2)CC1
  -7.2	106.0	-2.2	-2.6	-10.0	1.0	3.0	95.9	1.8
> CCN1CCN(Cc2nc3cc(NC(=O)COc4ccc([N+](=O)[O-])cc4)ccc3n2C)CC1
  0.9	107.0	-4.2	6.9	1.8	0.0	-1.8	122.0	-0.6
> O=C1c2[nH]nc(-c3ccccc3O)c2C(c2ccc(F)cc2)N1Cc1ccco1 (stereo unspecified)
  2.9	111.6	8.7	11.6	8.9	0.0	2.0	84.3	-2.1
> COc1ccccc1NC(=O)Cn1c(CCC(=O)O)ccc1-c1ccccc1
  0.3	97.1	-11.9	2.6	-4.3	1.0	1.4	86.5	4.7

Among those listed so far, these contain a thiophene ring, fused or not.
Order of values – Bcl-xL primary	AGP1-GFP MLPCN	VLA-4 inh	GLD-1 RNA inh	MCL1-BIM inh	GRK2 inh	MEX-5 binding	CIT2 TOR yeast	Fam108B counter
> COc1ccc(C(=O)N2CCN(c3ccc(NC(=O)c4cccs4)cc3)CC2)cc1
  2.7	101.6	3.8	0.5	3.6	0.0	-0.5	94.3	0.3
> CCOc1ccccc1N1CCN(C(=O)Cc2ccc(S(=O)(=O)N3CCOCC3)s2)CC1
  -7.2	106.0	-2.2	-2.6	-10.0	1.0	3.0	95.9	1.8

(listing goes on)
Order of values – Bcl-xL primary	AGP1-GFP MLPCN	VLA-4 inh	GLD-1 RNA inh	MCL1-BIM inh	GRK2 inh	MEX-5 binding	CIT2 TOR yeast	Fam108B counter
> Cc1cccc2cccnc12
  0.3	101.8	10.1	0.1	2.7	0.0	nt	89.7	nt
> Cc1c(CCC(=O)NCCCCCC(=O)O)c(=O)oc2c(C)c3oc4c(c3cc12)CCCC4
  nt	91.2	9.5	nt	nt	1.0	-2.1	96.4	nt
> COc1ccc(NC(=O)NNC(=O)COc2ccc([N+](=O)[O-])c(C)c2)cc1OC
  -2.6	97.6	4.4	-3.2	-3.8	0.0	-1.7	100.7	2.1
> C=C(C)CNC(=O)c1ccc(OC2CCN(C(=O)COC)CC2)cc1
  1.6	97.4	-2.0	-1.8	4.4	2.0	2.1	109.6	-0.5
> CCOc1ccccc1N(CC(=O)N1CCC(C)CC1)S(=O)(=O)c1ccc(C)cc1
  -1.5	101.4	-12.6	0.6	8.2	4.0	0.2	96.5	-0.8
> CC1CCN(S(=O)(=O)c2ccc3c(c2)CCN3C(=O)C2CCC2)CC1
  -2.0	99.5	25.9	9.0	2.9	0.0	0.5	99.2	2.2
> COc1ccccc1/C=C/C=N/NC(=O)c1cc(-c2ccco2)[nH]n1
  10.5	84.0	-0.8	-15.3	22.8	0.0	-2.5	77.5	-8.8
> COc1cccc(C(=O)NCC(=O)OC(C)C(=O)NC23CC4CC(CC(C4)C2)C3)c1 (stereo unspecified)
  nt	92.2	-117.1	-3.0	nt	1.0	nt	88.1	nt
> CCOc1ccc(S(=O)(=O)N(C)c2ccc(OCC(=O)Nc3nc4ccccc4s3)cc2)cc1
  -2.1	104.0	-5.2	4.2	-6.7	0.0	nt	99.7	-7.7
> O=C(/C(=C/c1ccccc1Cl)c1ccccc1)N1CCOCC1
  2.8	90.6	15.3	5.5	2.0	4.0	1.3	96.3	0.5
> CCOC(=O)c1cc2cc([N+](=O)[O-])cc(OC)c2oc1=O
  5.2	96.8	9.2	1.3	6.8	0.0	-0.1	100.0	2.1
> CC1CCCC(NC(=O)CN2CCN(Cc3ccc(Cl)cc3)C2=O)C1C (stereo unspecified)
  -2.0	108.2	-3.9	4.4	2.5	0.0	0.9	111.7	-3.6
> O=C(c1ccccc1)N(CCO)Cc1cc2cc3c(cc2[nH]c1=O)OCCO3
  1.3	91.0	6.6	6.0	0.2	0.0	1.5	nt	0.3
> Cc1ccc(C23CC4CC(CC(C(=O)N(C)C)(C4)C2)C3)cc1
  2.2	87.3	1.1	-5.8	5.0	1.0	2.0	98.5	3.8
> CSc1cccc(CN2CCCC(C(=O)Nc3cccc(-n4cccn4)c3)C2)c1 (stereo unspecified)
  4.1	?	3.8	-5.6	5.9	0.0	5.9	83.4[may fluoresce red]	-2.1
> CCCc1nnc(NC(=O)CCC(=O)Nc2ccc(F)cc2)s1
  6.9	104.0	6.9	4.6	-1.5	0.0	1.6	110.3	-1.6
> Cc1sc2ncnc(NCC3(N4CCOCC4)CCCCC3)c2c1C
  -1.6	94.1	7.6	3.4	-7.0	0.0	0.9	97.8	-7.5

Random draw from the library; 2.2% or so of the library scored in one or more.
